Compound activity from PubChem BioAssay.
Rin1-Abl PPI inh: human Rin1-Abl interaction inhibition | TR-FRET Rin1/Abl binding, biochemical | inhibition, % at 7.35 µM | hit rate 0.4% among 360,000 | AID 588664; in the data active = inhibition above about 5%, passing the limit was not always enough
Rpn11 inh: inhibitors of human proteasome Rpn11; human 26S proteasome, Ub4-pepOG fluorescence polarization; 20S core pre-blocked with epoxomicin; calls only at 20 µM; hit rate 0.59% among 360,000; AID 588493;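 active = inhibition at 20 µM, scaled to each plate's controls, above about 33%, limit read from the data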
Target sequence (O00487 whole entry, looked up): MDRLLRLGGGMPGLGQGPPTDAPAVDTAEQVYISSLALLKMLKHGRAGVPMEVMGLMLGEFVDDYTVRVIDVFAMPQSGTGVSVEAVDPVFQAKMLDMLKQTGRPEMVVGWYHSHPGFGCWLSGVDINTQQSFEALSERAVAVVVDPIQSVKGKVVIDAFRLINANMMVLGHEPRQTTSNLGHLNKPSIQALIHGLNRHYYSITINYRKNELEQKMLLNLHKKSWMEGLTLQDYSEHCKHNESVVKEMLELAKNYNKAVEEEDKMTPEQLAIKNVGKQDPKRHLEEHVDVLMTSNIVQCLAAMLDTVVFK
DNMT1 block: blocks human DNA methyltransferase DNMT1 | P26358 | DNMT1 molecular beacon, Hinp1I cleavage, fluorescence | inhibition (reported as % activation of signal), % at 10 µM | hit rate 0.83% among 360,000; in the data active = inhibition above about 50%
SUMO1 PPI mod: modulators of human SUMO1-mediated protein-protein interactions | P63165 | hit rate 0.33% among 360,000 | SUMO1 binding to a labelled peptide, TR-FRET, 1 h | inhibition, % at 20 µM; in the data active = inhibition above about 37%
STEP inh: inhibitors of human striatal-enriched phosphatase STEP; recombinant STEP, OMFP fluorogenic substrate, fluorescence; P54829; AID 588621; hit rate 0.25% among 360,000; inhibition, % at 20 µM;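 active = inhibition at 20 µM, scaled per plate between control wells, above about 37%, limit read from the data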;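 also: 0% = DMSO with enzyme and substrate and 100% = substrate only without enzyme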
Target sequence (P54829 whole entry, looked up): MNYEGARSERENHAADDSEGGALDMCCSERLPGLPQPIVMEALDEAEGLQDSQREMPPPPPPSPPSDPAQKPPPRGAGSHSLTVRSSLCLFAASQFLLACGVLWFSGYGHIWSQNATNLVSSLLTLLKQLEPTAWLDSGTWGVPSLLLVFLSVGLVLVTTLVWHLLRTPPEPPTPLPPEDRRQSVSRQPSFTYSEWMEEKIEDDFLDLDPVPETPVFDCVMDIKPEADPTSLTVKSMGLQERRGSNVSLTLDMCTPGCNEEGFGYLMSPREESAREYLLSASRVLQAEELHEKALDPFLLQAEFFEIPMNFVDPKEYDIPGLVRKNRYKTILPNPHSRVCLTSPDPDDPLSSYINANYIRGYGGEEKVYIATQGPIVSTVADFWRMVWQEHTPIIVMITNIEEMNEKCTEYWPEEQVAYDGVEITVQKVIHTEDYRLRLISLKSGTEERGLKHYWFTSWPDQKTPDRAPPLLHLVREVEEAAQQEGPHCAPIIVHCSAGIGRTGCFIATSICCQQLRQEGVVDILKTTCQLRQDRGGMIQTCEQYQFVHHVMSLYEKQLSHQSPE
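Material: STEP (striatal-enriched tyrosine phosphatase) enzyme, cell-free; Compound dosing: 20 µM single dose in 1% DMSO; Technique: fluorescence read at 480 nm ex / 540 nm em; Times: reaction 20 min, ambient temperature; Medium: 50 mM Bis-Tris pH 6.0 with 2.5 mM DTT and 0.005% Tween 20; Also added: OMFP at 25 µM.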
LMPTP block: blocks human LMPTP phosphatase; inhibition, % at 20 µM; recombinant LMPTP-A, OMFP fluorogenic substrate, fluorescence intensity; hit rate 0.22% among 360,000; P24666;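 active = compounds that cut the enzyme signal by at least half of the control window in the single-dose screen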;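 also: plate controls were DMSO wells with enzyme plus substrate for no effect and substrate without enzyme for full effect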
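Test system: LMPTP-A, protein tyrosine phosphatase of low molecular weight; Input: 0.625 nM enzyme; Incubation: 50 min dark incubation at room temperature; Signal: endpoint fluorescence intensity from OMFP dephosphorylation; Read-out basis: % inhibition versus control wells.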
NadD block: inhibitors of Staphylococcus aureus NadD. purified NadD enzyme, colorimetric absorbance read-out. AID 602399. inhibition, % at 20 µM. hit rate 0.78% among 360,000; in the data active = inhibition above about 26%; also: some compounds past the cut are filed as inactive
Neddylation inh: inhibitors of human cullin neddylation | calls only at 25 µM | TR-FRET cullin neddylation, biochemical | hit rate 0.58% among 360,000 | AID 651699; in the data active = inhibition above about 36%
CSN deneddyl inh: inhibitors of human CSN-mediated cullin deneddylation | Q92905 | Purified CSN, SCF-Nedd8-OG deneddylation, fluorescence polarization | inhibition, % at 12.5 µM | hit rate 0.38% among 360,000;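 active = pattern-corrected inhibition above about 35%, with an unprinted fluorescence ratio check between 0.5 and 1.5, limit read from the data, passing the limit was not always enough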;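 also: 0% = enzyme with substrate and 100% = substrate without enzyme; some results filed as inactive read as strong as hits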
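Assay system: purified human Csn5 enzyme expressed in HEK293T cells; measure: % inhibition; also added: SCFSkp2-Nedd8OG substrate at 10 nM final; technique: fluorescence polarization; times: reaction 90 min, room temperature; medium: Tris buffer pH 7.5, NaCl, DTT, Tween-20, trehalose, ovalbumin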
Scp1 inh: Scp-1 (human) phosphatase inhibition | hit rate 0.88% among 340,000 | inhibition, % at 20 µM | Q9GZU7 | Recombinant Scp1, phosphopeptide, malachite green phosphate absorbance;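 active = inhibition above about 50% at 20 µM, limit read from the data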;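 also: plate controls were DMSO wells with enzyme for no effect and wells lacking enzyme for full effect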
Target sequence (Q9GZU7 76-261 limits assumed): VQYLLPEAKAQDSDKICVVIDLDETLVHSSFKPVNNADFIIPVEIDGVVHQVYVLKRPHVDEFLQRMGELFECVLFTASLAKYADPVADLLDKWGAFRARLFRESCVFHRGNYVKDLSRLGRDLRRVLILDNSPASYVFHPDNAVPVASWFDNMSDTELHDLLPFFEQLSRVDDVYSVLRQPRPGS
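Test system – truncated SCP-1 phosphatase (76-261aa) · Reagent – Phosphorylated 17-residue peptide substrate · Incubation – 45 min room-temperature reaction, 5 min colour, 30 min stabiliser · Detection – colorimetric phosphate reagent with accelerator and stabiliser, absorbance at 630 nm · Measure – % inhibition at 20 µM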
Starred values were filed as active, the others as inactive; i = inactive; / = not tested or not shown.

SMILES	Rin1-Abl PPI inh	Rpn11 inh	DNMT1 block	SUMO1 PPI mod	STEP inh	LMPTP block	NadD block	Neddylation inh	CSN deneddyl inh	Scp1 inh
CCOc1ccc(CCNC(=O)C2CC(=O)N(CCc3ccc(OC)c(OC)c3)C2)cc1OCC (centres undefined)	2	i	-1	0	0	1.0	-2	i	0	7
COc1ccc(N2CCOCC2)c(NC(=O)c2ccc(Br)o2)c1	1	i	3	13	5	4.0	-4	i	-1	-10
CCOc1ccccc1NC(=O)CSc1nnc(Cc2cccn2C)n1-c1ccc(F)cc1	4	i	-1	1	1	0.4	3	i	-1	0
OCC(Cc1ccc2c(c1)OCO2)C(CO)Cc1ccc2c(c1)OCO2 (centres undefined)	1	i	3	16	-2	-1.1	2	i	-2	-10
COc1ccc(NC(=O)c2oc3ccccc3c2C)c(OC)c1	-4	i	-7	3	0	1.7	-7	/	-5	-7
c1ccc2nc3c(ccc4ccccc43)cc2c1	-1	i	14	-24	2	1.4	6	i	-1	8
C/C(=N\NC(=O)Cc1c(Cl)cccc1Cl)c1cccnc1	3	i	3	-2	0	-0.2	-5	i	2	-1
CC1CN(S(=O)(=O)c2cccc(C(=O)NCc3ccccn3)c2)CC(C)O1 (centres undefined)	1	i	2	2	6	-0.5	1	i	0	-6
S=C(NCc1cccnc1)c1ccccc1	1	i	1	-1	2	-1.8	-2	i	2	-3
CCOC(=O)c1nnn(-c2nonc2N)c1CN(CC)c1ccccc1	2	i	0	-3	-3	-1.9	-13	i	1	15
O=C(Cn1cccc1C(=O)c1ccccc1)NCc1cccs1	3	i	-1	-1	3	0.3	3	i	-2	-3
CCc1ccccc1NC(=O)c1ccc2nc(N3CCOCC3)sc2c1	-3	i	-1	-2	0	-0.4	2	i	-4	10
COc1ccc(CC(=O)OCC(=O)Nc2ccc3[nH]c(=O)[nH]c3c2)cc1	0	i	1	15	2	-1.5	2	i	-4	-4
CN(C)CCCN1C(=O)C(=O)/C(=C(/O)c2ccncc2)C1c1cccc(Br)c1 (centres undefined)	-1	i	2	-10	5	-6.4	-3	i	-4	-7
CCOC(=O)C1(CC)NC(c2ccco2)C2C(=O)N(CC)C(=O)C21 (centres undefined)	2	i	3	2	0	-1.4	0	i	3	2
O=C(CSc1ncnc2ccccc12)NCC(=O)c1ccccc1	5	i	-4	-3	-2	0.5	-3	i	-5	-5
Cc1ccc(NC(=O)c2cccc(NC(=O)CC3SC(N4CCCCC4)=NC3=O)c2)nc1 (centres undefined)	-1	i	-1	-1	0	0.3	-1	i	6	-1
CCCOc1ccccc1OCC(=O)N1CCN(S(=O)(=O)c2ccc(Cl)cc2)CC1	3	i	-3	1	0	1.2	-2	i	-1	-6
C=CC(C)(O)CCCC(C)CCCC(C)CCCC(C)C (centres undefined)	1	i	0	2	2	-0.3	8	i	2	-9
O=C(NC1CCCCC1)Oc1cc2oc(=O)sc2cc1Br	5	i	-5	10	0	-1.8	3	i	-1	0

Not a retest: 2 of the compounds above.
SMILES	Rin1-Abl PPI inh	Rpn11 inh	DNMT1 block	SUMO1 PPI mod	STEP inh	LMPTP block	NadD block	Neddylation inh	CSN deneddyl inh	Scp1 inh
CCOc1ccc(CCNC(=O)C2CC(=O)N(CCc3ccc(OC)c(OC)c3)C2)cc1OCC (centres undefined)	2	i	-1	0	0	1.0	-2	i	0	7
COc1ccc(N2CCOCC2)c(NC(=O)c2ccc(Br)o2)c1	1	i	3	13	5	4.0	-4	i	-1	-10

Later entries.
SMILES	Rin1-Abl PPI inh	Rpn11 inh	DNMT1 block	SUMO1 PPI mod	STEP inh	LMPTP block	NadD block	Neddylation inh	CSN deneddyl inh	Scp1 inh
NC(=O)c1ccsc1NC(=O)C1CCCCC1	-3	i	-1	2	0	0.7	4	i	2	-13
CCCNC(=O)C[C@@H]1C[C@@H]2c3cc(NS(=O)(=O)c4ccc(OC)cc4)ccc3O[C@@H]2[C@@H](CO)O1	-1	i	0	1	0	-1.2	-6	i	6	/
COc1ccc(S(=O)(=O)N(C)C[C@@H]2Oc3cc(C#CC4CCCCC4)ccc3S(=O)(=O)N([C@@H](C)CO)C[C@@H]2C)cc1	4	i	-11	3	-2	2.8	23	i	1	/
Cc1ccc(Sc2nc(C)c([N+](=O)[O-])c(C)c2C#N)cc1	0	i	4	-2	2	1.3	-6	i	0	-7
CCCCn1c(N)c(N(CC(C)C)C(=O)CSc2ccc([N+](=O)[O-])cc2)c(=O)[nH]c1=O	3	i	-4	-24	1	-0.6	-2	i	3	-3
CCOc1ccc(NC(=O)CN(C)C(=O)c2ccncc2)cc1OCC	-3	i	1	-2	-1	-0.3	-11	i	2	-8
O=C(NCc1cccnc1)c1ccc(Cl)cc1[N+](=O)[O-]	0	i	6	-23	-2	-2.2	1	i	3	-8
COc1cccc(NC(=O)c2ccc(S(=O)(=O)NCc3cccnc3)cc2)c1	1	i	-1	7	-2	-0.9	-4	i	0	-5
CCN(c1ccccc1)S(=O)(=O)c1cccc(C(=O)NCc2ccncc2)c1	0	i	0	-2	0	0.2	-2	i	0	-7
COc1ccc(/C(C)=N/N=C(N)N)c(O)c1	-3	i	0	-4	-2	-0.3	-6	i	-2	-10
CC(C)C(C)NC(=O)COn1nnc2ccc(S(=O)(=O)N3CCOCC3)cc21 (centres undefined)	0	i	4	0	-2	-1.0	4	i	-1	-9
Cc1ccc(CS(=O)(=O)CCC(=O)NCCCN2CCCC2)cc1	4	i	1	1	0	0.0	2	i	-3	10
Cc1c(-c2ccc(OCCN3CCOCC3)cc2)c(=O)oc2ccc3ccccc3c12	3	i	2	-8	-1	-0.1	-5	/	0	/
Cc1ccc2occ(/C=N/NC(=O)[C@@H](N)Cc3ccccc3)c(=O)c2c1	1	i	-1	-4	0	-1.8	-6	i	-1	-7
CCOC(=O)c1ccc(NC(=O)c2cn(CCC#N)nc2-c2ccc3c(c2)OCCO3)cc1	3	i	-11	4	-2	1.1	-8	i	-6	-9
Cc1ccccc1NC(=S)N1CCCCCC1	-1	i	3	10	1	2.1	-2	i	-1	-2
COC(=O)c1cccc(NC(=O)CN2CCC(NC(=O)c3cc(OC)c(OC)c(OC)c3)CC2)c1	-1	i	3	5	-5	1.9	2	i	-4	-22
O=C(Cn1nc(C(F)(F)F)c2c1CCCC2)NC1CCCC1	-3	i	-3	-5	0	-2.9	-1	i	0	-18
CCCCCCn1c(CN2CCN(CCO)CC2)nc2c1c(=O)n(C)c(=O)n2C	-5	i	2	2	3	-2.6	-4	i	-2	-9
CN(C)S(=O)(=O)c1cccc(C(=O)Nc2ccccc2)c1	-1	i	7	-2	-1	0.4	-3	i	-12	-1

Five structures already listed, arranged by heavy-atom count, highest first:
SMILES	Rin1-Abl PPI inh	Rpn11 inh	DNMT1 block	SUMO1 PPI mod	STEP inh	LMPTP block	NadD block	Neddylation inh	CSN deneddyl inh	Scp1 inh
COc1ccc(S(=O)(=O)N(C)C[C@@H]2Oc3cc(C#CC4CCCCC4)ccc3S(=O)(=O)N([C@@H](C)CO)C[C@@H]2C)cc1	4	i	-11	3	-2	2.8	23	i	1	/
CC(C)C(C)NC(=O)COn1nnc2ccc(S(=O)(=O)N3CCOCC3)cc21 (centres undefined)	0	i	4	0	-2	-1.0	4	i	-1	-9
O=C(NCc1cccnc1)c1ccc(Cl)cc1[N+](=O)[O-]	0	i	6	-23	-2	-2.2	1	i	3	-8
NC(=O)c1ccsc1NC(=O)C1CCCCC1	-3	i	-1	2	0	0.7	4	i	2	-13
COc1ccc(/C(C)=N/N=C(N)N)c(O)c1	-3	i	0	-4	-2	-0.3	-6	i	-2	-10

(more compounds)
SMILES	Rin1-Abl PPI inh	Rpn11 inh	DNMT1 block	SUMO1 PPI mod	STEP inh	LMPTP block	NadD block	Neddylation inh	CSN deneddyl inh	Scp1 inh
CC1(C)CC2CC(C)(CN2C(=O)COC(=O)c2ccc(NC(=O)CC#N)cc2)C1 (centres undefined)	0	i	-8	1	3	-1.1	5	i	-3	-10
S=C(NCCCc1ccccc1)Nc1ccc(Cl)cc1	3	i	1	1	0	1.4	0	i	-2	-9
Cc1cc(C)c(NC(=O)C2CSCCS2)c(C)c1 (centres undefined)	-3	i	0	7	-7	-1.7	-3	i	4	-5
COCCNC(=O)C1(C)CCCN(C(=O)c2cccc(Cl)c2)C1 (centres undefined)	1	i	-2	1	0	-1.3	2	i	0	/
CC(=O)N1CCN(S(=O)(=O)c2cccc(C(=O)OCN3C(=O)c4ccccc4C3=O)c2)CC1	1	i	0	-7	-4	-0.2	7	i	-2	-7
Cc1ccc(C(=O)NC2CCS(=O)(=O)C2)cc1S(=O)(=O)N1CCCC1 (centres undefined)	0	i	1	7	-3	0.1	0	i	0	-2
CC1CCCCC1NC(=O)c1cc(=O)[nH]c2ccccc12 (centres undefined)	-1	i	3	2	-1	-0.9	4	i	1	-3
O=C1c2ccccc2C(=O)N1CCCc1c[nH]c2ccc(Cl)cc12	6	i	-9	-5	17	5.6	-12	i	2	-17
O=C(CCN1CCc2ccccc21)c1ccc2c(c1)OCCO2	-2	i	54*	-10	2	25	23	i	-1	1
Cc1nc2cc(-c3ccc(Br)cc3)[nH]n2c(=O)c1Cl	-3	i	7	12	97*	38	5	i	-1	96*
COc1ccc(CNC(=O)C(NC(C)=O)C(=O)Nc2ccc(OC)cc2)cc1 (centres undefined)	0	i	-1	-3	5	-1.4	0	i	2	-2
Cc1ccccc1CN(C)CC(=O)Nc1ccccc1Oc1ccccc1	3	i	7	1	0	-0.1	9	i	0	3
NC(=O)CCSC(=S)N1CCOCC1	2	i	1	-3	0	-0.5	-5	i	-7	-1
COc1ccc(CNC(=O)CN(Cc2ccc(OC)cc2)C(=O)CCC(=O)Nc2ccccn2)cc1	-1	i	0	-5	1	-1.3	3	i	1	-6
COC(=O)c1cc(Nc2cc(C)nc3ncnn23)cc(C(=O)OC)c1	-4	i	-1	3	3	1.0	-2	i	-2	-8
COc1ccc(OC)c(-n2cnc3cc(C(=O)NCCCN4CCOCC4)ccc32)c1	3	i	1	1	-11	0.6	-3	i	8	-2
CCOC(=O)C1CCCc2c1[nH]c1ccc(Cl)cc21 (centres undefined)	-3	i	0	1	2	3.1	-5	i	0	-6
COc1ccc(CNC(=O)c2cccs2)cc1	-2	i	1	4	-2	-0.8	0	i	6	-8
Cc1ccc(O)c(NC(=O)c2cc3nc4c(c(C(F)(F)F)n3n2)CCc2ccccc2-4)c1	2	i	41	3	1	-0.1	-2	i	2	-7
COc1ccccc1NC(=O)c1cc2c(cc1Cl)N1CCCCCC1=NS2(=O)=O	-1	i	-1	7	4	-0.3	-2	i	-6	3
CCc1cccc2c(C(=O)CN3C(=O)NC4(CCCCCC4)C3=O)c[nH]c12	-2	i	-6	3	-4	-0.2	0	i	-2	-13
COc1cccc(/C=C2\Oc3cc(OCC(=O)N4CCCC4)ccc3C2=O)c1OC	2	i	-5	-24	0	2.0	0	i	-8	-7
COC(=O)c1ccccc1Sc1snnc1C	1	i	0	4	0	-0.1	1	i	-11	-5

Rows are unselected, and some 3.8% of all compounds hit somewhere here.
